D1 agonist = agonists of human D1 dopamine receptor; P21728; HEK293 T-REx D1 cells, calcium flux, agonist mode; activation, % at 2 µM; 360,000 tested, 1% active; AID 504660; in the data active = activation above about 30%; also: 0% is about no effect
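Tetracycline-induced HEK293 TREx D1 cells, force-coupled to calcium signalling, were dye-loaded with a no-wash calcium kit. Compound was pin-added after a 10 s baseline. Fluorescence was read kinetically at 1 cycle/s for 180 s, with calcium rises flagged as agonism.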
LDHA inh = blocks human lactate dehydrogenase A; activity change, % (values are at about 110 or 230 µM); AID 1347041; purified LDHA, NADH/diaphorase-resazurin fluorescence; active compounds read low; 480,000 tested, 0.15% active; in the data active = activity change below about -30%; inconclusive = mostly about -25% to -30%;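 also: plate controls were DMSO wells for no effect and wells without enzyme for full effect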
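Enzyme activity of human lactate dehydrogenase 5 (2 nM; 0.06 mM NADH, 0.2 mM pyruvate, 5 min, RT) is measured via a resazurin/diaphorase fluorescence readout of residual NADH.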
D1 antagonist = human D1 dopamine receptor antagonism; HEK293 TREx D1 cells, calcium flux, dopamine EC80; active compounds read low; activity change, negative = inhibition, % at 10 µM; 360,000 tested, 3.2% active; in the data active = activity change below about -30%; also: % is scaled to controls: 0 for no effect and ±100 for the full control effect
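Cells carrying a force-coupled, tetracycline-inducible human D1 receptor report calcium flux. Each well gets a 10 s baseline, compound with 180 s monitoring, then an EC80 dopamine stimulus with a second 180 s kinetic read.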
D2 PAM = D2 dopamine receptor (human) potentiation; HEK293 T-REx D2, calcium flux, EC20 dopamine potentiation; 340,000 tested, 0.34% active; P14416; potentiation, % at 10 µM;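 active = potentiation over 3 SD above the plate norm, cut at about 30% in these data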; also: 0% is about no effect
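Tetracycline-induced HEK293 T-REx cells force-coupled to calcium signalling expressed D2; compounds were pin-added after a 10 s baseline, read kinetically 180 s, then an EC20 dopamine challenge followed with a further 180 s calcium read.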
RXFP1 agonist = RXFP1 (human) receptor agonism; Q9HBX9; HEK293T-RXFP1 cAMP TR-FRET, 30 min; response scale: percent of porcine relaxin response, buffer zero; Potency, µM (doses to about 57.5 µM), without a hit: at the top dose activation, actives largely listed as activators; 370,000 tested, 0.3% active; AID 2676; also: potency is read from the fitted curve at half-maximal effect; % is scaled to controls: 0 for no effect and ±100 for the full control effect; nearly all actives have a fitted effect of over 60% in size; many of its hits are not listed in these tables
Target sequence (Q9HBX9 whole entry, looked up): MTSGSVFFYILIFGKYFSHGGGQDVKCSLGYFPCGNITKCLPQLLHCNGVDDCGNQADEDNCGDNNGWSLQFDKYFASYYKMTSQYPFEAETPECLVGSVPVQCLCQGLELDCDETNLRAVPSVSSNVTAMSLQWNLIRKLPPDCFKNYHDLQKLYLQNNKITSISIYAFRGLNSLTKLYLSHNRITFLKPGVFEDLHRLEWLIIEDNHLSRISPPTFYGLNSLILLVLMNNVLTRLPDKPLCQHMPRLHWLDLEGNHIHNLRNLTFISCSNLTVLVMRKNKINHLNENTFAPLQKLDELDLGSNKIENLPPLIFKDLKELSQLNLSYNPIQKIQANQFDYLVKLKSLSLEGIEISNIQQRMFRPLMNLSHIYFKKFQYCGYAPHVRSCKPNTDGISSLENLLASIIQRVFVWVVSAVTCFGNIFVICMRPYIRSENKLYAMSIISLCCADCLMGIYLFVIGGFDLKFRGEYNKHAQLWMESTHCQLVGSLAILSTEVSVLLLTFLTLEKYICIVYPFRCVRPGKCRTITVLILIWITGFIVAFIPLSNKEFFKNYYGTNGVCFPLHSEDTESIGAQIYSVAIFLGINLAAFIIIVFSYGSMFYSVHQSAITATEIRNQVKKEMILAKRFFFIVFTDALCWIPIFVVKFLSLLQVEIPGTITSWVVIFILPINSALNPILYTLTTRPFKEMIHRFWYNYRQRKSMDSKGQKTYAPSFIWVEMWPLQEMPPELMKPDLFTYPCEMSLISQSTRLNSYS
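cAMP rise read by TR-FRET after 30 min, 37C compound exposure (up to 58 uM) in RXFP1-transfected HEK293 cells with Ro 20174 present. EC50 from Hill-equation fits, with 29 nM porcine relaxin as 100% and buffer as basal.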
D1 PAM = human D1 dopamine receptor positive modulation; P21728; 360,000 tested, 0.036% active; HEK293 TREx D1 cells, calcium flux, dopamine EC20 potentiation; potentiation, % at 10 µM; in the data active = potentiation above about 30%; also: 0% is about no effect
GRP78 ERSR act = ER stress response induction in glioma; U87-MG GRP78 promoter luciferase reporter, 16 h; Potency, µM, inactives show at the highest dose activation, hits mostly activators; 420,000 tested, 0.02% active; AID 602332; also: potency is read from the fitted curve at half-maximal effect; series mostly up to about 76 µM; % of control where 0% means no effect; nearly all actives have a fitted effect of over 35% in size
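Stably transfected U87-MG human glioma cells carrying a GRP78-based luminescent sensor were seeded at 1000 cells/well, pin-dosed with compounds and incubated 16 h. Luciferase reagent was then added, and end-point luminescence was read after 10 min at room temperature.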
Vif-APOBEC3F blk = Vif-A3F binding inhibition. HeLa A3F-eYFP + Vif (tagged APOBEC3F with the HIV-1 protein that degrades it), YFP fluorescence increase. Potency, µM (doses to about 46.1 µM), for the others: top-dose activity, negative = active. 390,000 tested, 0.2% active; also: potency is read from the fitted curve at half-maximal effect; % of control where 0% means no effect; nearly all actives have a fitted effect of over 65% in size
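Fluorescence increase (Ex 488/Em 500-530) after overnight compound treatment at 37 deg C flags inhibition of Vif-driven A3F-eYFP loss in stable HeLa A3F-eYFP/Vif cells seeded overnight beforehand.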
Vif-A3G inh = inhibitors of Vif-APOBEC3G interaction | Q9HC16 | HeLa A3G-eYFP + Vif (tagged APOBEC3G with the HIV-1 protein that degrades it), YFP fluorescence, overnight | Potency, µM (titrated, usually from 46.1 µM), without a hit: top-dose activity, negative = active, usual class: inhibitors | 410,000 tested, 0.076% active;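 also: potency is read from the fitted curve at half-maximal effect; % is scaled to controls: 0 for no effect and ±100 for the full control effect; nearly all actives have a fitted effect of over 60% in size; hits raise eYFP signal because A3G escapes Vif-driven loss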
Target sequence (Q9HC16 whole entry, looked up): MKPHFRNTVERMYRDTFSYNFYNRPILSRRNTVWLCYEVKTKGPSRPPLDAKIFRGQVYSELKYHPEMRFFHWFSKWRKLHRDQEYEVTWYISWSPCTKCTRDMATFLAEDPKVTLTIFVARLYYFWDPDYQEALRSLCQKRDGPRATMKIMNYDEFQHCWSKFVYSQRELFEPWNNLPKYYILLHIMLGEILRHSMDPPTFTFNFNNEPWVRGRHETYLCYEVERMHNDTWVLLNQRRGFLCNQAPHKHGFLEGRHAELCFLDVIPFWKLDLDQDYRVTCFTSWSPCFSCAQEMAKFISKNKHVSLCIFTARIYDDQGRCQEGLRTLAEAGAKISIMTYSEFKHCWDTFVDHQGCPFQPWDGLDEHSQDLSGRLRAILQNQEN
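HeLa cells stably expressing Vif and C-terminally eYFP-tagged A3G, seeded overnight at 37 deg C, then exposed to compound by pintool overnight at 37 deg C. Rise in yellow fluorescence (Ex 488/Em 500-530, Acumen) marks blocked Vif-driven A3G degradation.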
Active calls of the source: *; ? = inconclusive; . = not tested or not shown. Unless noted, calls follow the shape of the dose curve; as a rule, active = well fitted curve in the direction sought with a large enough effect; inconclusive = small, poorly fitted or top-dose-only effect, or another doubt; inactive = no such curve, though single readings can be large; an effect the other way counts as inactive or inconclusive. An excerpt; rates above refer to the full screens.

SMILES | D1 agonist | LDHA inh | D1 antagonist | D2 PAM | RXFP1 agonist | D1 PAM | GRP78 ERSR act | Vif-APOBEC3F blk | Vif-A3G inh
O=S(=O)(c1ccc(OCC(O)CN2CCCC2)cc1)N1CCOCC1 (stereo not drawn) | 2 | 1 | 0 | 3 | 0.6% | -1 | -3% | . | -7%
Cn1cnnc1SCC(=O)NC(=O)NCc1ccccc1 | 1 | -10 | -6 | 9 | 2.5% | -3 | -3% | -1% | 2%
Cc1ccccc1NC(=O)CCc1c(C)nc2c(c1C)c(=O)n(C)c(=O)n2C | 2 | -3 | -6 | -4 | 7.2% | -1 | 0% | 8% | 1%
O=S(OCCN1CCCC1)C(c1ccccc1)c1ccccc1 (stereo not drawn) | . | -11 | . | . | . | . | -2% | 4% | -9%
CCOC(=O)c1ccc(NC(=S)NNC(C)(C)C)cc1 | 2 | -1 | -36* | 10 | 5.7% | -2 | 3% | -9% | 0%
CC(C)c1ccc(NC(=O)[C@H]2O[C@@H]3OC(C)(C)O[C@@H]3[C@H]3OC(C)(C)O[C@H]32)cc1 | -3 | 5 | 0 | -1 | 0.0% | -2 | 0% | -2% | -2%
COc1cccc(NC(=O)Nc2ccccc2SC)c1 | 2 | 0 | -13 | -11 | 0.9% | 0 | 1% | 1% | 3%
O=S(=O)(c1cccs1)N1CN(CC2CCCO2)c2nc3ccccc3nc21 (stereo not drawn) | 0 | 0 | -2 | 0 | 0.9% | 2 | -2% | -1% | -3%
C[C@H](O)[C@@H]1C(=O)N2CCc3ccc(N4CCN(C)CC4)cc3[C@@H]2C[C@@H]1N(C)C(=O)Nc1cc(Cl)cc(Cl)c1 | . | -2 | . | . | . | . | -2% | -4% | 1%
CCOC(=O)c1csc(N/N=C2\CCCc3ccccc32)n1 | 3 | 7 | -2 | -15 | 2.1% | 1 | 6% | -5% | -3%
CC1(C)O[C@H]2CC(=O)OC[C@]23[C@H]2CC[C@@]4(C)[C@H](c5ccoc5)OC(=O)[C@H]5O[C@]54[C@]2(C)[C@@H](O)C[C@@H]13 | 1 | -7 | 1 | 18 | -2.7% | -2 | -3% | 4% | 4%
Cc1ccc(S(=O)(=O)N2CCCCC2)cc1NC(=O)CN1C(=O)CN(C)C1=O | 8 | 0 | 1 | 6 | -4.6% | 4 | -4% | 1% | 2%
CCOc1ccc(NC(=O)Cn2nnc(C(=O)NCc3ccc4c(c3)OCO4)c2N)cc1 | 0 | -6 | 0 | 0 | 1.1% | 1 | -5% | 1% | 2%
CCC(C)(C(=O)NC1CCCCC1)N(C)C(=O)c1ccccn1 (stereo not drawn) | 1 | -6 | 10 | 19 | 0.2% | 0 | -2% | 5% | 0%
O=C(NCC1CCCN1S(=O)(=O)c1cccs1)C(=O)Nc1ccc(F)cc1F (stereo not drawn) | 8 | -6 | 1 | 1 | -0.4% | -1 | 5% | 10% | 0%
Cc1cc(C(=O)CCC(=O)N2CCN(c3ccccc3)CC2)c(C)s1 | -2 | 4 | 7 | 5 | 0.8% | -4 | 0% | 9% | -1%
N#C/C(=C\c1ccc(Br)s1)C(=O)N1CCN(c2ccccc2)CC1 | 0 | -9 | 3 | 2 | 2.7% | -3 | -2% | -4% | 1%
COc1cc(C2Oc3ccccc3C=C2[N+](=O)[O-])cc(OC)c1OC (stereo not drawn) | 1 | 3 | -21 | 5 | 0.0% | -3 | -13% | 11% | ?
O=C(CSc1n[nH]c(=O)[nH]c1=O)N/N=C/c1ccccc1O | 0 | 3 | -4 | 15 | 0.0% | 2 | 1% | -10% | 0%
Cc1ccccc1OC(=O)C1C(c2ccccc2)C(C(=O)O)C1c1ccccc1 (stereo not drawn) | 1 | -7 | 5 | -2 | 2.7% | -4 | -5% | 12% | -4%
COc1ccc(-n2nnc3c(=O)n(CC(=O)N4CCCc5ccccc54)cnc32)cc1 | 4 | -3 | -1 | -2 | 2.3% | -4 | -3% | -1% | 0%
Cc1c(Cl)cccc1NC(=O)C1CCN(c2cnccn2)CC1 | 6 | -1 | -11 | 14 | 14% | -2 | -3% | 4% | 1%
COCCNC(=O)CSc1cn(CC(=O)N2CCCCCC2)c2ccccc12 | 0 | -6 | 3 | 3 | -1.0% | -3 | -4% | -9% | 0%
Cc1cc(OCC(=O)N2CCC(C(N)=O)CC2)c2c(C)c(C)c(=O)oc2c1 | 5 | -1 | 8 | 22 | 4.4% | -4 | -2% | -7% | 4%
CC(=O)c1c(C)oc2c1cc(NS(=O)(=O)c1c(C)cc(C)cc1C)c1ccccc12 | 1 | 11 | -2 | -1 | 3.1% | -3 | 0% | 5% | -6%
Other compounds:
SMILES | D1 agonist | LDHA inh | D1 antagonist | D2 PAM | RXFP1 agonist | D1 PAM | GRP78 ERSR act | Vif-APOBEC3F blk | Vif-A3G inh
CCC(C)C(=O)Nc1ccccc1N1CCN(c2ccc(F)cc2)CC1 (stereo not drawn) | 4 | -7 | 0 | 9 | 1.5% | 3 | -5% | -4% | 0%
S=c1[nH]nc(-c2cc(-c3ccccc3)n[nH]2)n1/N=C/c1ccccc1 | 0 | -11 | -13 | -12 | 0.0% | -5 | 7% | 3% | -8%
CC(C)C(=O)Nc1ccc(C(=O)c2ccccc2)cc1 | 3 | -11 | -24 | -4 | 0.6% | -6 | 10% | 4% | -10%
Cc1ccc(NC(=O)NC2CCCCC2)c(C)c1 | 0 | -6 | -19 | 13 | 0.3% | -4 | 4% | -5% | -2%
COc1ccc(Cl)cc1NC(=O)CSc1nc2ccccc2nc1N1CCCCC1 | 2 | -5 | -3 | 8 | 3.2% | -2 | -1% | -3% | -1%
Oc1[nH]c(=S)sc1C=C1N=c2ccccc2=N1 | 1 | -25 | -9 | 10 | -3.2% | -4 | 8% | -11% | 0%
CC(OC(=O)c1cccc(-n2cnnn2)c1)C(=O)Nc1ccc(F)cc1Cl (stereo not drawn) | 1 | -5 | -1 | 3 | -0.3% | -6 | -2% | -4% | -5%
CCOC(=O)N1CCN(C(=O)CN(C2CCCCC2)S(=O)(=O)c2ccc(F)cc2)CC1 | 3 | -10 | -9 | -6 | 1.0% | 0 | -3% | 0% | -4%
Cc1ccc(NC(=S)NNC(=O)CSc2nc3ccccc3c(=O)n2-c2ccc(C)cc2)cc1 | 2 | -7 | -29 | -4 | 1.8% | -10 | -4% | -6% | 0%
CCOc1cc(C2C(C(=O)Nc3ccc(OC)cc3)=C(C)Nc3nc(SC)nn32)ccc1O (stereo not drawn) | 4 | 4 | -14 | -7 | 0.4% | 0 | -4% | 2% | -5%
Cc1ccc(S(=O)(=O)NCC(=O)N(CC2CCCO2)C(C(=O)NC2CCCCC2)C(C)C)cc1 (stereo not drawn) | 0 | -3 | -3 | 18 | -1.2% | 2 | -3% | 0% | -1%
CCc1ccc(NC(=O)CCc2nnc3n(C)c(=O)c4sccc4n23)cc1 | 0 | -3 | -14 | 5 | 13% | 2 | -1% | 0% | -2%
O=c1c(Cc2ccc(F)cc2)c(O)ccn1CCCn1ccnc1 | -1 | -3 | . | 2 | -2.3% | 0 | 0% | 3% | -1%
O=C(CCc1nnc2ccc(N3CCC4(CC3)OCCO4)nn12)Nc1cc(F)ccc1F | 1 | -4 | 13 | 16 | 11% | 0 | -1% | -4% | -5%
CC(=O)OCc1cc(=O)n(C)c(=O)n1C | 4 | -11 | -9 | -15 | 1.0% | -4 | -3% | 0% | 4%
Cc1ccc(N2C(=O)[C@@H]3CSC(c4ccc(C(F)(F)F)cc4)N3C2=O)cc1 (stereo partly drawn) | 13 | 0 | 10 | 4 | -0.7% | -4 | 5% | 0% | 0%
N#Cc1c(NC(=O)CN2CCN(S(=O)(=O)c3ccc4c(c3)OCCO4)CC2)sc2c1CCC2 | 1 | -11 | 5 | 3 | 3.1% | -3 | -3% | -10% | -3%
CCOC(=O)C1CCCN(CCC(C)c2ccccc2)C1 (stereo not drawn) | 0 | -21 | -2 | -22 | -0.3% | 0 | -5% | 3% | -9%
CCN(CC(=O)Nc1ccccc1C(F)(F)F)C(=O)CSCc1c(C)noc1C | 0 | -5 | 12 | -7 | -0.9% | -8 | -4% | 4% | -4%
Cc1cc(C)c(Cn2c3ccccc3c3cnn(CC(=O)NCc4cccs4)c(=O)c32)c(C)c1 | 2 | -10 | 3 | -4 | 6.7% | 4 | -4% | -5% | 2%
COc1ccc(C(=O)NCC(=O)N/N=C/c2ccc([N+](=O)[O-])s2)cc1OC | 1 | -4 | 6 | . | 2.6% | -3 | -3% | -5% | -20%
COc1ccccc1N1CCN(C(=O)c2cc3cc(Cl)ccc3[nH]2)CC1 | 3 | -2 | 6 | -3 | 2.5% | -2 | 0% | -12% | -27%
COC(=O)CSc1nnc(SCc2ccc(OC)cc2)s1 | 2 | -5 | -14 | 1 | 0.1% | -8 | -11% | -12% | 0%
O=C(CCNC(=O)Cn1ccc2ccccc2c1=O)NCCc1ccccc1Cl | 24 | -3 | -4 | 0 | -1.0% | 2 | -4% | ? | 0%
Cn1c(CN2CCOCC2)nnc1SCC(=O)Nc1cc(Cl)ccc1Cl | 2 | -3 | -11 | -11 | 2.0% | -6 | -2% | -3% | -1%
COCCSc1ccccc1C(=O)Nc1ccncc1 | 2 | -2 | 4 | 3 | -0.2% | 7 | -3% | -2% | -4%
CC(C)C(OC(=O)c1cccc(S(=O)(=O)NCC(F)(F)F)c1)C(=O)NC(N)=O (stereo not drawn) | 17 | 3 | 8 | -3 | 1.7% | 0 | -4% | 1% | -1%

Single records, from the list above:
`Oc1[nH]c(=S)sc1C=C1N=c2ccccc2=N1` in the list: D1 agonist = 1; LDHA inh = -25; D1 antagonist = -9; D2 PAM = 10; RXFP1 agonist = -3.2%; D1 PAM = -4; GRP78 ERSR act = 8%; Vif-APOBEC3F blk = -11%; Vif-A3G inh = 0%
`Cc1cc(C)c(Cn2c3ccccc3c3cnn(CC(=O)NCc4cccs4)c(=O)c32)c(C)c1` in the list: D1 agonist = 2; LDHA inh = -10; D1 antagonist = 3; D2 PAM = -4; RXFP1 agonist = 6.7%; D1 PAM = 4; GRP78 ERSR act = -4%; Vif-APOBEC3F blk = -5%; Vif-A3G inh = 2%

Shown as a hit in D1 antagonist, among the entries above:
Compound,D1 agonist,LDHA inh,D1 antagonist,D2 PAM,RXFP1 agonist,D1 PAM
CCOC(=O)c1ccc(NC(=S)NNC(C)(C)C)cc1,2,-1,-36*,10,5.7%,-2
